HIV RNase H inh: blocks HIV-1 RNase H cleavage of RNA/DNA duplex; P04585; RT-RNase H RNA/DNA duplex cleavage, fluorescence; inhibition, % at 10 µM; actives 1.9% (n = 65,000); AID 565; in the data active = inhibition above about 50%
RmlCD inh mix: inhibitors of RmlC and RmlD coupled enzymes; inhibition, % at 5.5 µM; RmlC/RmlD coupled enzyme inhibition, 384-well mixture HTS; AID 1532; actives 0.39% (n = 110,000); in the data active = inhibition above about 30%, passing the limit was not always enough; also: strong numbers were not always called active
Starred values were filed as active, the others as inactive; x = not tested or not shown. Some of the compounds tested; rates above refer to the full screens.

1	Cc1nnc(NC(=O)CSc2nnc(C)n2Cc2ccccc2)s1
2	c1ccc2c(N3CCOCC3)nc(-c3ccncc3)nc2c1
3	C#Cc1ccc([C@H]2C=C(C(=O)N3CCN(Cc4ccc5c(c4)OCO5)CC3)O[C@@H](OCC)[C@@H]2CCCO)cc1
4	COc1ccc(NC(=O)CN(c2cc(C)cc(C)c2)S(=O)(=O)c2c(C)n[nH]c2C)cc1
5	O=C(OCc1ccc(Cl)cc1Cl)c1ccncc1
6	CCCCNC(=O)CC1N=C2c3ccccc3N=C(SCC(=O)Nc3cccc(C)c3)N2C1=O (stereo unspecified)
7	N#CC(C(=O)Nc1ccc(Cl)c(Cl)c1)=C1Nc2ccccc2N1
8	Cc1ccc2c(C)nc(Nc3nc(CSc4nnnn4-c4ccccc4)cc(=O)[nH]3)nc2c1

| assay / entry | 1 | 2 | 3 | 4 | 5 | 6 | 7 | 8 |
| --- | --- | --- | --- | --- | --- | --- | --- | --- |
| HIV RNase H inh | x | x | x | -6.2 | x | -9.1 | 15.2 | 32.4 |
| RmlCD inh mix | -8.5 | 13.9 | 3.2 | 2.8 | 3.0 | 3.7 | 10.7 | x |

9	Cc1nn(C)cc1CNC(=O)c1cnn2c1NC(c1ccc(Br)cc1)CC2C(F)(F)F (stereo unspecified)
10	Cc1ccc(CN2CCN(CC(=O)NC(C)c3ccc4c(c3)OCCO4)C2=O)cc1 (stereo unspecified)
11	CCN(CC)S(=O)(=O)c1ccc2oc(C(=O)NCCCN3CCOCC3)c(C)c2c1
12	Cc1onc(-c2ccccc2)c1C(=O)Nc1ccccc1C#N
13	CCOc1cc(C)c(Cl)cc1S(=O)(=O)N(C)C
14	CCCOc1ccc(C(O)(CCC)CCN2CCCCC2)cc1 (stereo unspecified)
15	CCCSc1nc(C)c(C(C)=O)cc1C#N
16	Cc1csc(NC(=O)CSc2nnc(-c3ccc(Cl)cc3)n2N)n1

| assay / entry | 9 | 10 | 11 | 12 | 13 | 14 | 15 | 16 |
| --- | --- | --- | --- | --- | --- | --- | --- | --- |
| HIV RNase H inh | 0.4 | x | x | -28.7 | -42.1 | x | x | x |
| RmlCD inh mix | 6.1 | 17.4 | -3.6 | -12.9 | -13.6 | 9.2 | -3.9 | -7.0 |

17	CCOC(=O)c1c(-c2ccco2)csc1N
18	CCOc1ccc2nc(N3CCC(C(=O)N4CCN(c5ccccn5)CC4)CC3)sc2c1
19	CNc1nnc(-c2cc3cc(Cl)ccc3oc2=O)s1
20	COC(=O)c1ccc(C(C(=O)NC2CCCCC2)N(C(=O)Cc2cccs2)C2CC2)cc1 (stereo unspecified)
21	Cc1ccc(OCCn2c(NC(=O)c3ccco3)nc3ccccc32)cc1
22	O=S(=O)(Nc1ncnc2sc3c(c12)CCC3)c1ccc(Cl)s1
23	O=C(C1CC1)n1cc(C(=S)N2CCOCC2)c2ccccc21
24	CSCCC(C(=O)OCC(=O)c1ccc(C)c(C)c1)N1C(=O)c2cc(Cl)c(Cl)cc2C1=O (stereo unspecified)

| assay / entry | 17 | 18 | 19 | 20 | 21 | 22 | 23 | 24 |
| --- | --- | --- | --- | --- | --- | --- | --- | --- |
| HIV RNase H inh | 56.0* | -3.3 | x | x | -2.0 | -3.5 | -28.3 | x |
| RmlCD inh mix | -6.2 | 16.6 | -12.2 | -32.4 | 7.6 | 13.8 | -8.3 | 14.1 |

25	COc1ccccc1NC(=O)C(C)NS(=O)(=O)c1ccc(Cl)cc1 (stereo unspecified)
26	CCCCn1c(O)c(C(C)=NC(C)c2ccccc2)c(=O)[nH]c1=O (stereo unspecified)
27	Cc1ccc(-n2nnc3c(SCC(=O)NCc4ccco4)ncnc32)cc1
28	O=C(C1CC(c2ccc(F)cc2)=NO1)N1CCN(c2ccccc2)CC1 (stereo unspecified)
29	Fc1ccc(-n2c(-c3ccco3)nc3nc4ccccc4nc32)cc1
30	CCCCCCOc1ccc(N2C(=O)CC(NCCc3ccc(S(N)(=O)=O)cc3)C2=O)cc1 (stereo unspecified)
31	Cc1cc(C)c(C#N)c(SCc2ccc3c(c2)OCO3)n1
32	COC(=O)Nc1nnc(Cc2ccccc2)s1

| assay / entry | 25 | 26 | 27 | 28 | 29 | 30 | 31 | 32 |
| --- | --- | --- | --- | --- | --- | --- | --- | --- |
| HIV RNase H inh | -5.2 | -19.4 | 1.5 | 7.2 | -7.1 | x | -104.6 | -20.7 |
| RmlCD inh mix | 3.0 | 4.9 | 9.5 | 8.1 | 6.1 | 5.6 | 13.7 | -7.0 |

33	Nc1c(C(=O)c2ccccc2)sc2snc(SCC(=O)c3ccccc3)c12
34	Nc1nc(Nc2cccc(F)c2)nc2ccccc12
35	CC1(C)CC(=O)C=C(NCc2ccc(Cl)c(Cl)c2)C1
36	Cc1cc(C)nc(/N=C(\N)C2=C(O)CC(C)(C)CC2=O)n1
37	CCOc1ccccc1NC(=O)CN(C)S(=O)(=O)c1ccc(OC)c(C)c1
38	O=C(O)c1ccc2c(c1)C(=O)N(C(Cc1ccc(O)cc1)C(=O)O)C2=O (stereo unspecified)
39	c1ccc(-n2c(SCC3CCCCO3)nnc2-c2cnccn2)cc1 (stereo unspecified)
40	Cc1cccc(C(=O)NNC(=O)C(=O)NC(C)(C)C)c1

| assay / entry | 33 | 34 | 35 | 36 | 37 | 38 | 39 | 40 |
| --- | --- | --- | --- | --- | --- | --- | --- | --- |
| HIV RNase H inh | x | -1.6 | x | -16.3 | -2.4 | -36.3 | -1.2 | x |
| RmlCD inh mix | -14.2 | 76.4 | 12.9 | -9.8 | 18.0 | -8.2 | -11.2 | 4.7 |

41	O=C(O)c1c2c(nc3ccc(F)cc13)CCC2
42	COc1cc2nc(-c3ccccc3)nc(N3CCCC3)c2cc1OC
43	Cc1ccc2nc(C(=O)O)c(C(=O)O)nc2c1
44	CC(C)(C)c1cccc(OCCCSc2ncccn2)c1
45	CC(C(=O)Nc1cccc([N+](=O)[O-])c1)n1nnc2ccccc21 (stereo unspecified)
46	CCCCCOc1ccc(C2NC(=O)NC2=O)cc1 (stereo unspecified)
47	CCCn1c(O)c2ccc(C(=O)N=NC(=O)c3cccnc3)cc2c1O
48	COCCn1c(SCC(=O)N2CCN(c3ccccc3)CC2)nc2c(c1=O)SC(C)C2 (stereo unspecified)

| assay / entry | 41 | 42 | 43 | 44 | 45 | 46 | 47 | 48 |
| --- | --- | --- | --- | --- | --- | --- | --- | --- |
| HIV RNase H inh | x | 4.0 | x | x | x | -26.6 | x | -5.2 |
| RmlCD inh mix | 5.9 | -12.2 | 15.1 | 5.0 | 11.8 | 14.7 | 5.9 | -4.1 |

Reprinted at random: 3 compounds from above, in no set order.
47	CCCn1c(O)c2ccc(C(=O)N=NC(=O)c3cccnc3)cc2c1O
41	O=C(O)c1c2c(nc3ccc(F)cc13)CCC2
43	Cc1ccc2nc(C(=O)O)c(C(=O)O)nc2c1

| assay / entry | 47 | 41 | 43 |
| --- | --- | --- | --- |
| HIV RNase H inh | x | x | x |
| RmlCD inh mix | 5.9 | 5.9 | 15.1 |

(continued)
49	C=CCOc1ccc(C2C(C(=O)c3ccco3)=C(O)C(=O)N2Cc2cccnc2)cc1 (stereo unspecified)
50	O=C(NCc1cccs1)c1nc2c(nnn2Cc2ccccc2Cl)c(=O)[nH]1
51	CN(Cc1ccccc1)S(=O)(=O)c1ccc(NS(=O)(=O)Cc2ccccc2)cc1
52	Cc1cc(N2CCN(C(=O)c3ccco3)CC2)n2nc(C)c(-c3ccccc3)c2n1
53	COCCNS(=O)(=O)c1ccccc1
54	CC(C)(C)C1(c2ccccc2)NC(=O)N(CC(=O)N2CCOCC2)C1=O (stereo unspecified)
55	C#CCN(N(C)c1ncc(C(F)(F)F)cc1Cl)S(=O)(=O)c1ccc2ccccc2c1
56	Cc1ccccc1Cn1c(=N)n(CC(O)c2ccco2)c2ccccc21 (stereo unspecified)

| assay / entry | 49 | 50 | 51 | 52 | 53 | 54 | 55 | 56 |
| --- | --- | --- | --- | --- | --- | --- | --- | --- |
| HIV RNase H inh | -1.1 | -9.2 | x | -10.3 | x | -4.4 | x | 3.1 |
| RmlCD inh mix | -6.4 | -7.6 | 4.4 | -9.1 | 0.1 | -8.0 | -6.5 | 6.6 |

57	CCC1C(=O)n2nc(-c3ccccc3)cc2N=C1C (stereo unspecified)
58	Cn1c(SCC(=O)N2CCCCC2)nc2cccnc21
59	Cc1ccc(Nc2cc(C)nn2-c2nc(C)cc(C)n2)cc1
60	Cc1cc(C)n(-c2ccn(Cc3ccc(Cl)cc3Cl)c(=O)n2)n1
61	O=C(CC(Cc1ccccc1)C(=O)O)NCCc1ccc2c(c1)OCO2 (stereo unspecified)
62	CCCCc1ccc(NC(=O)c2c(C)noc2C)cc1
63	O=C1CCCc2c1[nH]c1ccc(CN3CCCCC3)cc21
64	CCCC(C(=O)NCc1ccccc1)N(C(=O)Cn1nnc(-c2cccs2)n1)c1ccc2c(c1)OCCO2 (stereo unspecified)

| assay / entry | 57 | 58 | 59 | 60 | 61 | 62 | 63 | 64 |
| --- | --- | --- | --- | --- | --- | --- | --- | --- |
| HIV RNase H inh | 0.5 | -8.0 | -7.6 | -19.1 | -2.2 | -3.4 | -13.0 | x |
| RmlCD inh mix | 7.2 | -7.5 | -19.7 | 12.3 | 0.5 | 0.1 | -2.1 | -7.6 |

65	COc1cc2c(cc1NC(=S)Nc1ccccc1C)oc1ccccc12
66	CC1(OC(=O)CCc2ccccc2)C(=O)C=C2C=C(C3CC3)OC=C2C1=O (stereo unspecified)
67	Cc1nc(SCC(=O)c2cc3ccccc3oc2=O)c(C#N)c(C)c1C(=O)Nc1ccccc1
68	CCN(CC)Cc1c(O)c(Cl)cc2c(C)c(C)c(=O)oc12
69	CCCc1cc(-c2n[nH]c(=S)n2Cc2ccccc2)cs1
70	COc1ccc2nc(NC(=O)CN3CCN(C)CC3)sc2c1
71	COC(=O)c1ccc(-c2cc(C(=O)O)c3cc4c(cc3n2)OCCO4)cc1
72	Cc1cc(NC(=O)c2cnn3cccnc23)no1

| assay / entry | 65 | 66 | 67 | 68 | 69 | 70 | 71 | 72 |
| --- | --- | --- | --- | --- | --- | --- | --- | --- |
| HIV RNase H inh | x | x | x | x | x | 3.2 | -13.3 | -5.0 |
| RmlCD inh mix | -0.4 | -16.0 | 5.4 | 67.9* | -21.9 | x | 47.5* | 7.4 |

2 entries from above, reformatted.
Second line of a record: HIV RNase H inh, RmlCD inh mix
#65 COc1cc2c(cc1NC(=S)Nc1ccccc1C)oc1ccccc12
  x, -0.4
#68 CCN(CC)Cc1c(O)c(Cl)cc2c(C)c(C)c(=O)oc12
  x, 67.9*

Carrying on.
73	CC(C)c1ccc(Nc2nc(NCc3ccco3)nc(N3CCOCC3)n2)cc1
74	c1ccc(Cn2nnc3c(N4CCCCCC4)ncnc32)cc1
75	CC1(OC(=O)CCc2ccccc2)C(=O)C=C2C=C(c3ccc(C#N)cc3)N(CCN3CCOCC3)C=C2C1=O (stereo unspecified)
76	COc1cc(C)c(C)cc1S(=O)(=O)N1CCN(Cc2ccc3c(c2)OCO3)CC1
77	COC(=O)c1c(-c2ccc(OC)cc2)oc2ccc(-c3cc(OC)c(OC)c(OC)c3)cc12
78	CCN1CCN(c2c(Cl)cccc2NC(=O)c2ccc(Br)o2)CC1
79	CCOCCCn1c(=N)c(C(=O)NCc2ccc3c(c2)OCO3)cc2c(=O)n3cccc(C)c3nc21
80	CCN(c1ccc2c(c1)OCO2)S(=O)(=O)c1cc(Br)cc2c1N(C(C)=O)CC2

| assay / entry | 73 | 74 | 75 | 76 | 77 | 78 | 79 | 80 |
| --- | --- | --- | --- | --- | --- | --- | --- | --- |
| HIV RNase H inh | -2.7 | -86.3 | x | -27.2 | x | -8.8 | -27.9 | x |
| RmlCD inh mix | -15.9 | -10.8 | 2.0 | -18.5 | -110.2 | x | -1.7 | -5.4 |

Profiles as entered above. Order of screens: HIV RNase H inh	RmlCD inh mix
O=C(O)c1c2c(nc3ccc(F)cc13)CCC2 across the screens: x	5.9
CCC1C(=O)n2nc(-c3ccccc3)cc2N=C1C (stereo unspecified) across the screens: 0.5	7.2

(list continues)
81	O=c1[nH]c2ccccc2nc1-c1cccs1
82	COc1ccccc1N1CCN(C(c2ccccc2Cl)c2nnnn2C(C)(C)C)CC1 (stereo unspecified)
83	Cn1c(=O)c2cn(-c3cccc4ccccc34)cc2n(C)c1=O
84	COc1cc(OC)cc(C(=O)NC(C(=O)NCCN(C)C)C23CC4CC(CC(C4)C2)C3)c1 (stereo unspecified)
85	Cc1ccsc1/C=N/Nc1nc(Cl)c(Cl)cc1Cl
86	Cn1nc([N+](=O)[O-])nc1Oc1ccccc1
87	Cc1noc(C)c1Cc1c(Cl)cccc1Cl
88	CN(C(=O)COC(=O)C1CCN(S(=O)(=O)c2cccs2)CC1)C1CCS(=O)(=O)C1 (stereo unspecified)

| assay / entry | 81 | 82 | 83 | 84 | 85 | 86 | 87 | 88 |
| --- | --- | --- | --- | --- | --- | --- | --- | --- |
| HIV RNase H inh | -0.2 | -7.5 | -12.1 | 13.2 | x | x | x | -10.2 |
| RmlCD inh mix | 16.9 | 10.2 | 6.2 | 2.9 | -3.3 | 5.9 | -4.9 | 0.8 |

89	CN(C)c1ccc(/C=C2\SC(=S)N(Nc3ncc(C(F)(F)F)cc3Cl)C2=O)cc1
90	O=C(CCC1CCCC1)NCCCN1CCOCC1
91	CCO[C@H]1OC(C(N)=O)=C[C@@H](C(C)(C)C)[C@@H]1CCCO
92	O=C(O)CN1C(=O)NC2NC(=O)NC21 (stereo unspecified)
93	Cc1ccc(S(=O)(=O)/C(C#N)=C/c2c[nH]c3ccccc23)cc1
94	CCc1nnc(SCCSc2nnc(CC)n2N)n1N
95	O=C1NC(=O)C2(CCc3ccccc32)N1 (stereo unspecified)
96	CCCCNC(=O)c1cn(-c2ccc(OCC)cc2)c(=O)c2cc(OC)c(OC)cc12
97	COC(=O)CN(c1ccc2c(c1)OCO2)S(C)(=O)=O
98	Cc1sc2ncn(-n3c(C)ccc3C)c(=O)c2c1C

| assay / entry | 89 | 90 | 91 | 92 | 93 | 94 | 95 | 96 | 97 | 98 |
| --- | --- | --- | --- | --- | --- | --- | --- | --- | --- | --- |
| HIV RNase H inh | x | -5.5 | x | x | x | x | 2.8 | x | -10.9 | -7.8 |
| RmlCD inh mix | 21.6 | -6.3 | -10.5 | -11.0 | -6.7 | 2.0 | 7.2 | -7.5 | 8.6 | 10.7 |
